High-throughput results deposited in PubChem by Center for Chemical Genomics, University of Michigan.
Dicer inh = inhibitors of Dicer pre-microRNA processing, primary screen, biochemical, cat-ELCCA, chemiluminescence; cat-ELCCA pre-miR-21 Dicer processing; hits give high values; Endoribonuclease Dicer (Homo sapiens), Q9UPY3; z-score at 25 µM; 47,000 tested, 6% active; in the data active = z-score above about 3, passing the limit was not always enough;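 note: plate controls were vehicle for no effect and no enzyme for full effect; higher signal means more uncleaved substrate so more Dicer inhibition; strong numbers were not always called active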
Target sequence (Q9UPY3 whole entry, looked up): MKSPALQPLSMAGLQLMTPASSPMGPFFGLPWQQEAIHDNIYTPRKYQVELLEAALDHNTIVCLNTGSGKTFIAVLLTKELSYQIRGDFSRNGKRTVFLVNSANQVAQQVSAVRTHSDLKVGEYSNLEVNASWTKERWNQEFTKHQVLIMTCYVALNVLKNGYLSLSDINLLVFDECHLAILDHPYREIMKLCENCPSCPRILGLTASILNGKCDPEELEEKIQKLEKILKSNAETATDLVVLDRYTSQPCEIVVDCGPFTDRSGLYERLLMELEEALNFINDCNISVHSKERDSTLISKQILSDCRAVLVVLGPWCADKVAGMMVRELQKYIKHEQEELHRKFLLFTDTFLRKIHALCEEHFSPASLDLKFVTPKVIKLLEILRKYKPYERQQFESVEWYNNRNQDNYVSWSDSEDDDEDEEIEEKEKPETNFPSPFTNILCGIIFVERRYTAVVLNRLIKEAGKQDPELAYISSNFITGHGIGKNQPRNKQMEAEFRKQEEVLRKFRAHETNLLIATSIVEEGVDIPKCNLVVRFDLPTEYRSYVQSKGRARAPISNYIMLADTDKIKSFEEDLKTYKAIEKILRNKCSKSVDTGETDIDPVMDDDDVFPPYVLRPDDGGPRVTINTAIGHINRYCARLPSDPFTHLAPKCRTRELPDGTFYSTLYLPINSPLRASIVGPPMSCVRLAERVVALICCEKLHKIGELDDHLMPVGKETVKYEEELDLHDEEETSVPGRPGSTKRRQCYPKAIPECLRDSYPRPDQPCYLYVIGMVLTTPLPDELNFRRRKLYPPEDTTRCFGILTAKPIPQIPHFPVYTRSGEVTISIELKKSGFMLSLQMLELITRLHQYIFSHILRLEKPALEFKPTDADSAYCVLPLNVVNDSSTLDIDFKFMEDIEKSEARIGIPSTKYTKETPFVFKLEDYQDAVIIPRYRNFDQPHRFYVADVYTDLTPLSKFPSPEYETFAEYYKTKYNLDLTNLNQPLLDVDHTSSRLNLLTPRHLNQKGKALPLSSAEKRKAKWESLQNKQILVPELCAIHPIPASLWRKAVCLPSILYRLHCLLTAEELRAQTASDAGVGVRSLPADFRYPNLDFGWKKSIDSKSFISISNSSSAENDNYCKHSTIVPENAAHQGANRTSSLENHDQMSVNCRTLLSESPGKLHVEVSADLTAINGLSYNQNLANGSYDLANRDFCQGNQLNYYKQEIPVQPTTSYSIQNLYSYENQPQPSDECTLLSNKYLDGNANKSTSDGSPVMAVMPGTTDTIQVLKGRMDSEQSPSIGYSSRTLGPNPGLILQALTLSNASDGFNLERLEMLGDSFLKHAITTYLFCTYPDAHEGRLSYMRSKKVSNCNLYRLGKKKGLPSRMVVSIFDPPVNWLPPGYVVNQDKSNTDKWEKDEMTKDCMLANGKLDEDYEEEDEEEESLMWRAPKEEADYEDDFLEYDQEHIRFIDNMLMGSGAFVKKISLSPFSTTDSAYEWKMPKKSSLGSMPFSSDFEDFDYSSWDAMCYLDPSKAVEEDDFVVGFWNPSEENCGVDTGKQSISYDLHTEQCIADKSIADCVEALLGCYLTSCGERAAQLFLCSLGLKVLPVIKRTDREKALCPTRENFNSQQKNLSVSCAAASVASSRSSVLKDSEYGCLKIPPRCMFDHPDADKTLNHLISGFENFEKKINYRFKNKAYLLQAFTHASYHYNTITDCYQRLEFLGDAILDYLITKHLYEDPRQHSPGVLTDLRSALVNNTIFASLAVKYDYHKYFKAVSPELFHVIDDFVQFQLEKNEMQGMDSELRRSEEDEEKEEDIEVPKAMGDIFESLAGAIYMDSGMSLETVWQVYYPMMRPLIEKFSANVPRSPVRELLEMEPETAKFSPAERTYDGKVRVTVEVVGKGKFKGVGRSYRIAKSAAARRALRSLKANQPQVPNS
Starred values were filed as active, the others as inactive. An excerpt (hit frequency here may not be typical).

SMILES	Dicer inh
O=C1OC(c2ccccc2)=C(C(=S)Nc2ccc(Cl)cc2)C1=O	-0.92
COc1ccc(CN2C(=O)c3oc4ccccc4c(=O)c3C2c2ccc(O)cc2)cc1 (stereo not given)	0.53
CC12N=NCC1C(=O)N(c1cccc(Cl)c1)C2=O (stereo not given)	0.44
CC1(C)CC(=O)C(C2C3=C(CC(C)(C)CC3=O)Oc3ccccc32)C(=O)C1 (stereo not given)	-0.4
CC(=O)n1c2c(c3ccccc31)OC(N)=C(C#N)C2c1ccc(C(C)C)cc1 (stereo not given)	0.79
COc1ccc(C2c3ccsc3CCN2C(=O)NC(C)(C)C)cc1 (stereo not given)	-1.5
Cc1nc(Cc2c(Cl)cccc2Cl)[nH]c(=O)c1Cl	-1.3
COc1ccc(OC)c(Sc2ccc(C(F)(F)F)cc2[N+](=O)[O-])c1	7.8*
Cc1ccc(-c2nnc(N3CCOCC3)c3ccccc23)cc1S(=O)(=O)N(C)C	-0.14
Cc1cccc(-c2nnc(SCCC(=O)O)o2)c1	1.2
CCN(CC)c1ccc(C2C(C(=O)OC)=C(C)NC3=C2C(=O)CC(C)(C)C3)cc1 (stereo not given)	-0.41
O=C(CSc1nnc2scc(-c3ccc(Cl)cc3)n12)N1CCOCC1	-1.6
CCCCCc1ccc(NC(=O)NNc2ccc(F)c(Cl)c2)cc1	-0.82
O=C(Cn1nnc2sc3c(c2c1=O)CCCC3)OCc1ccccc1	0.66
CCCCCCCCO[C@@H]1O[C@H](CO)[C@@H](O)[C@H](O)[C@H]1O	-0.42
Clc1ccc(-c2csc(N/N=C\c3[nH]ncc3Br)n2)cc1	3
CCOc1nc(-c2ccc(Cl)cc2)ccc1-c1noc(C(C)C)n1	-0.6
CC1CC(C(=O)O)C(C(=O)O)CC1C (stereo not given)	0.23
O=C(COc1ccc(Cl)cc1)CC(=O)c1ccc(Cl)cc1	0.1
CCOc1ccc(/C(O)=C2\C(=O)C(=O)N(c3nnc(C)s3)C2c2ccc(C(C)C)cc2)cc1 (stereo not given)	1.7
Cc1nc(C(=O)Nc2ccccc2)sc1C(=O)Nc1ccccc1	-0.26
Cc1cc(NC(=O)NN2CCOCC2)nn1-c1c(Cl)cc(Cl)cc1Cl	-0.19
CCCc1nnc(N2C(=O)c3oc4ccc(F)cc4c(=O)c3C2c2ccc(F)cc2)s1 (stereo not given)	-0.04
CCOC(=O)c1ncoc1-c1ccc(Cl)cc1	-0.27
Cc1ccc(-c2nc(NC(=O)c3cc(C(C)(C)C)nn3C)sc2C)cc1Cl	-0.75
Continued:
SMILES	Dicer inh
O=S(=O)(CCSc1ccc(Cl)cc1)CCSc1ccc(Cl)cc1	0.01
O=C(OCc1ccc(Cl)cc1)c1cnc(NNC(=O)C(Cl)Cl)nc1C(F)(F)F	2
N#C/C(=C\Nc1cc(C(F)(F)F)cc(C(F)(F)F)c1)S(=O)(=O)c1ccc(Cl)cc1	-2.8
Cc1ccc(-c2noc(CCc3ccccc3)n2)cc1	-0.17
Cc1ccc(CC2CC(=O)N(CC(=O)O)C2=O)cc1 (stereo not given)	1.3
CCCCOc1cc(C(F)(F)F)nc2ccc(CSc3nc4ccccc4[nH]3)cc12	1.9
NC(Cc1ccc(Cl)cc1)C(=O)O (stereo not given)	2.2
Clc1ccc(CSc2nncn2-c2ccc3c(c2)OCCO3)cc1	-0.91
Cc1cnc(NS(=O)(=O)c2cn(C)cn2)c(Br)c1	1.1
COC(=O)CC1Oc2ccc(C)cc2-n2cc(-c3ccc(F)cc3)nc21 (stereo not given)	0.68
Clc1cc(Cl)cc(C=NCc2ccccc2)c1	-0.74
CCN(CC)S(=O)(=O)c1ccc(-c2cn3ccccc3n2)cc1	1.2
C#CCOC(=O)Nc1ccc(Oc2ccc(Cl)cc2)nc1	2.1
O=c1/c(=C\c2cccc([N+](=O)[O-])c2)sc2nc3ccccc3n12	0.9
Nc1cnc(Sc2ccccc2)c(C(F)(F)F)c1	-0.79
CCOC(=O)c1cc(C)nn1-c1nc2ccc(Cl)cc2s1	2.5
Cc1nn(Cc2nnc(SCC(=O)C(C)(C)C)o2)c(C)c1Br	1.9
Cc1cc(=O)[nH]n(-c2ccccc2)c1=O	2
Clc1ccc(-c2csc(N/N=C\c3ccn[nH]3)n2)cc1	0.61
COc1ccccc1Oc1ccc(C(F)(F)F)cc1NC(=O)NC(=O)c1ccccc1F	-0.85
Cc1cc(=O)[nH]c(-n2nc(C)cc2C)n1	0.49
CC1CC(NC(=S)NC(=O)c2ccc(Cl)cc2Cl)CC(C)(C)C1 (stereo not given)	-0.14
Cc1c(C(=O)O)sc(=S)n1CCOc1ccccc1	0.38
O=C(O)COCC(=O)Nc1ccc2c(c1)C(=O)OC2	-3.2
CCOc1cccc(C2c3c(oc4ccccc4c3=O)C(=O)N2c2ccc(C)cn2)c1 (stereo not given)	-0.32
The results go on.
SMILES	Dicer inh
Cc1cc(C)c2[nH]c(C(=O)Nc3ccc(F)cc3Br)cc2c1	-1.1
COC(=O)CNC(=O)c1cccnc1Sc1ccc(C)cc1	-0.49
CC(NS(=O)(=O)c1ccc2c(c1)C(=O)c1cc(S(=O)(=O)NC(C)c3ccccc3)ccc1-2)c1ccccc1 (stereo not given)	-0.29
S=C(Nc1ccccn1)Nc1ccc(Cl)cc1Cl	-0.33
CC1(C)OC(=O)C([C@@H]2C3C4CC5C6C4CC3C6C52)C(=O)O1 (stereo not given in full)	-0.08
COc1cc(Cn2c(-c3ccc(O)c(OC)c3)nc3ccccc32)ccc1O	-0.75
O=[N+]([O-])c1cnc2n1CC(CSc1nc(-c3ccccc3)cc(C(F)(F)F)n1)O2 (stereo not given)	1.4
CSC(=Nc1c(C)nn(C)c1C)NC#N	-0.3
O=C(O)CSc1nc(-c2ccccc2)nc2c1oc1ccccc12	1.6
O=C(NNc1c(Cl)cccc1Cl)C1CCC1	-0.57
O=S(=O)(c1ccc(-c2ccno2)s1)N(Cc1ccccn1)Cc1ccccn1	0.59
Nc1nc2c(nc(NCc3ccccc3)n2[C@H]2O[C@@H](CO)[C@H](O)[C@@H]2O)c(=O)[nH]1	-1.4
Cc1ccc(OC(=O)c2ccc(Cl)cc2[N+](=O)[O-])c([N+](=O)[O-])c1	2.5
O=C1c2ccccc2C(=O)N1CCCSc1nccn1-c1cc(Cl)ccc1Cl	-1.3
O=c1cc(-c2ccccc2)n2c(-c3ccco3)nn(-c3ccc([N+](=O)[O-])cc3)c2n1	-0.3
CCc1nnc(NC(=O)C(CC)CC)s1	0.32
Cn1c(=O)c2c3nc4ccc([N+](=O)[O-])cc4cc3c(=O)n(C)c2n(C)c1=O	-1
COC(=O)c1cnc(N/N=C\c2cccc(Cl)c2)nc1C(F)(F)F	-1.5
Cc1ccc(NC2SC(=O)NC2=O)cc1Cl (stereo not given)	0.45
CC(=O)/C(C=Nc1ccc(Cl)c(Cl)c1)=C(\C)O	-0.16
CCOC(=O)Cc1c(C(=O)OCC)c(C)cn1C	-4
Clc1ccc(CSc2ncc(Sc3ncccn3)c(-c3ccc(Cl)cc3)n2)cc1	-0.45
COc1ccc(-c2noc(-c3ccc(OC)cc3OC)n2)cc1	-0.75
CCOCCOC(=O)C1=C(C)NC2=C(C(=O)CCC2)C1c1cccc(Cl)c1 (stereo not given)	0.38
CCOC(=O)c1cnc(Nc2ccccc2)nc1C(F)(F)F	-0.23
(next part)
SMILES	Dicer inh
CCCCc1c(O)nc(SCCN(CC)CC)n(-c2ccccc2)c1=O	3.3*
Cn1ncc2c(=O)sc(NC(=O)c3ccccc3)nc21	0.03
COc1ccc(Cc2nc(S(=O)(=O)c3ccc(C)cc3)c(N3CCOCC3)o2)cc1	2.5
Cc1cc(C(F)(F)F)n2nc(-c3ccc(Br)cc3)cc2n1	1.3
Cn1c(=O)c2c(c3ccccc31)OC(=O)CC2c1ccco1 (stereo not given)	-1
CCSc1nc(O)c(C(c2ccccc2)c2ccccc2)c(=O)[nH]1	-0.45
CC(=O)OCC(=O)[C@@]1(O)[C@H](C)CC2C3CCC4CC(=O)C=CC4(C)C3[C@H](O)CC21C (stereo not given in full)	0.65
CC1=C(C(=O)OC(C)C)C(c2cccc(F)c2)C2=C(CCCC2=O)N1 (stereo not given)	-0.53
C=CCNc1nc2c(c(=O)[nH]c(=O)n2C)n1CC(O)CO (stereo not given)	0.87
Cc1cc(NC(=O)Nc2ccc(OCc3ccccc3)cc2)n(C)n1	-1.1
CSC(=NCc1c(N(C)C)cccc1N(C)C)NC#N	1.6
O=C1c2cccc3c(Sc4ccccc4)ccc(c23)C(=O)N1NCCO	3.2*
COc1ccc(C(=O)Cn2c3ccccc3n3nc(-c4ccccc4)nc23)cc1OC	-0.16
O=C(COC(=O)c1ccc(C(O)c2ccccc2)cc1)c1ccccc1 (stereo not given)	4*
Cc1cccc(C2=C([N+](=O)[O-])Sc3ccccc3N2)c1	1.4
Fc1ccccc1-c1nc(-c2cccnc2)no1	-0.64
CCOC(=O)c1c(NC(=O)CN2CCCCC2)sc2c1CCCC2=O	1.4
C/C(=N\N=C1/NC(=O)C(CC(=O)O)S1)c1ccc(CC(C)C)cc1 (stereo not given)	-0.14
O=c1n(-c2ccccc2)c(=O)n2n1C1CCC2C1	0.84
COc1ccc(C2CC(=O)c3cn4nc(C(F)(F)F)nc4nc3C2)cc1 (stereo not given)	0.64
N#C/C(=C\N1CCOCC1)S(=O)(=O)Cc1ccc(Cl)cc1	-1.5
O=C1c2oc3ccc(F)cc3c(=O)c2C(c2ccc(F)cc2)N1Cc1ccc2c(c1)OCO2 (stereo not given)	0.92
CS(=O)(=O)c1sc2nc(-c3cccs3)cc(-c3ccccc3)c2c1N	-1.1
Cc1ccc(N/C=C\c2nnnn2-c2ccccc2)cc1	1.8
CCOC(=O)c1c(NC(=O)Oc2ccccc2)sc2c1CCC(C)C2 (stereo not given)	0.37
Further compounds follow.
SMILES	Dicer inh
COC(=O)c1sc(OC)cc1OC(=O)c1ccccc1C	0.54
O=[N+]([O-])c1ccc(-c2cn3nc(C(F)(F)F)sc3n2)cc1	0.03
CCOC(=O)c1nnn2c1nc(N/N=C/c1ccncc1)c1ccccc12	-0.34
COC(=O)c1sc2ccccc2c1OC(=O)c1c(-c2c(Cl)cccc2Cl)noc1C	-1.6
COc1ccc2c(c1)NC(c1ccc(N(C)C)cc1)c1cccn1-2 (stereo not given)	1.3
COc1ccccc1OCCSc1nc2ccccc2[nH]1	1.6
CNC(=O)c1ccccc1I	0.17
CC(C)(C)c1ccc(Cn2cnc3ccccc32)cc1	-0.16
CC(=O)Nc1cc(-c2nn3c(C)nnc3s2)ccc1C	1.4
CCn1c(N)c(C(=O)NC(C)c2ccccc2)sc1=S (stereo not given)	1
Cc1ccc(N2C(=O)SC(Nc3ccc(C(=O)O)cc3)C2=O)cc1C (stereo not given)	1.3
Cc1ccc(COc2ncnc3cc(Cl)ccc23)cc1	1.7
CC1CN(c2ccc([N+](=O)[O-])cn2)CC(C)O1 (stereo not given)	0.42
Cc1ccn2c(C(=O)NN)c(C)nc2c1	-0.98
COc1c(Cl)cccc1-c1cn2ccc(C)cc2n1	5.9*
COc1cc(C2C3=C(Nc4nc(N)[nH]c(=O)c42)c2ccccc2C3=O)ccc1O (stereo not given)	-2
Cc1cccc(OCC(O)Cn2cnc3ccccc32)c1 (stereo not given)	3.7*
COC(=O)c1cnc(NNS(=O)(=O)c2ccccc2)nc1C(F)(F)F	-0.1
Cc1cc(C)nc(SCC(=O)c2ccc(O)cc2O)n1	0.35
CCOC(=O)C1=C(C)NC2=C(C(=O)CC(C)(C)C2)C1c1cc2c(cc1Cl)OCO2 (stereo not given)	-0.39
CCC(C)N1C(=O)N(C)C2NC(=O)NC21 (stereo not given)	1.9
CS(=O)(=NS(=O)(=O)c1cc(S(=O)(=O)c2ccccc2)cs1)c1ccc(Cl)cc1 (stereo not given)	0.73
Nc1ncc(S(=O)(=O)Cc2cccs2)c(N)n1	-0.07
CC1(C)O[C@@H]2[C@@H](CO[C@@]3(COS(N)(=O)=O)OC(C)(C)O[C@@H]23)O1	0.24
COc1ccc(CNc2nc3c(C)cc(C)cc3s2)cc1OC	0.54
CC1(C)OC(=O)c2ccccc2-c2ccccc21	0.83
CCCCCCSC1=C(C#N)C(c2ccccc2Cl)CC(=O)N1 (stereo not given)	-0.11
O=C(c1cccc(S(=O)(=O)N2CCCC2)c1)c1cccc(S(=O)(=O)N2CCCC2)c1	1.6
